Screening data from PubChem BioAssay.
NPY-Y2 antag = antagonists of human neuropeptide Y receptor Y2. NPY-Y2 expressing cells, antagonist mode. inhibition, % at 2.7 µM. hit rate 0.99% among 140,000. AID 793; in the data active = inhibition above about 17%;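 also: 0% = vehicle with agonist challenge and 100% = reference antagonist with challenge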
Target sequence (P49146 whole entry, looked up): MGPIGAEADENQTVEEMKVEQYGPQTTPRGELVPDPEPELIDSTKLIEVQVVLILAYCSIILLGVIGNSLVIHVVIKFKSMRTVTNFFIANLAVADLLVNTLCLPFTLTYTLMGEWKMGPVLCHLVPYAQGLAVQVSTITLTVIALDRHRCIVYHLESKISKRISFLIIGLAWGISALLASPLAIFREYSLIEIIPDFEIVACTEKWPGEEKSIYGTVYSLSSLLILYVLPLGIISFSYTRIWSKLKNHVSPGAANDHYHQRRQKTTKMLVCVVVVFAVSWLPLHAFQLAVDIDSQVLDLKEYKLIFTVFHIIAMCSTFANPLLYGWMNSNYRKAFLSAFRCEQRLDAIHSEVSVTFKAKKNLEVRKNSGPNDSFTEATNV
E-sel TNF inh = blocks E-selectin expression induced by TNF alpha; HUVEC TNFa-induced E-selectin immunofluorescence, high content; inhibition, % at 2 µM; hit rate 0.71% among 120,000; AID 1246;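 active = inhibition above the batch mean plus 3 SD, and confirmed as a hit on visual image review, cut at about 43% in these data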;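 also: 0% = TNF-stimulated DMSO wells and 100% = unstimulated control wells; not every result past the cut was called active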
GALR2 antag = antagonists of human galanin receptor 2 (GALR2). GALR2-expressing cells, antagonist mode. hit rate 0.39% among 140,000. O43603. inhibition, % at 4 µM; in the data active = inhibition above about 27%;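 also: cells stimulated with galanin 1-16 at roughly its EC80; 0% = agonist challenge control and 100% = basal control without agonist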
Target sequence (O43603 whole entry, looked up): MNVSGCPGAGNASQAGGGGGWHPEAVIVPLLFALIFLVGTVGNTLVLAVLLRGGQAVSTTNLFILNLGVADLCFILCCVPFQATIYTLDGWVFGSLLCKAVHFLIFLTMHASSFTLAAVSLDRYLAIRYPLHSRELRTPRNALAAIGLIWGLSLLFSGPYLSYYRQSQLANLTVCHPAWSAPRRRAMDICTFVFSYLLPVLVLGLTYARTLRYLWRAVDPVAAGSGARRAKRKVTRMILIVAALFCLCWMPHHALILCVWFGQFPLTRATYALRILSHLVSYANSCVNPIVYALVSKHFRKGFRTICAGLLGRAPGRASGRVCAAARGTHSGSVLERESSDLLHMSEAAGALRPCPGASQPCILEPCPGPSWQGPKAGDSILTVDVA
bCat KO growth = beta-catenin-lacking colon tumor cell growth suppression. HCT116 beta-catenin knockout viability, CellTiter-Glo, 60 h; stronger effect = lower value. AID 818. viability, % at 10 µM. hit rate 1.5% among 140,000;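 active = viability at or under a set limit, the compound median less 4 SD, cut at about 6% in these data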;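 also: 0% = Hyamine 1622 control at 20 µM and 100% = untreated cell control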
Phagocytosis inh = inhibitors of macrophage phagocytosis | hit rate 0.07% among 110,000 | AID 1029 | J774A.1 macrophage IgG-bead phagocytosis, imaging | inhibition, % at 5 µM;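 active = inhibition above the mean of the plate negative controls plus 5 SD, cut at about 13% in these data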;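 also: phagocytic index as fraction of beads internalized from green versus red external bead signal; plate controls were DMSO negative control for no effect and cytochalasin-D positive control for full effect; some results beyond the cut were filed as inactive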
MRP1 act = MRP-1 activation; H69AR cells + doxorubicin, viability rescue, CellTiter-Glo; viability increase, % at 10 µM; hit rate 0.61% among 140,000; AID 799;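 active = viability gain under doxorubicin at or above a set limit, the compound median plus 3 SD, cut at about 4.7% in these data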;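 also: MRP-1 overexpressing cells given doxorubicin 25 µM after compound pretreatment; 18-22 h compound pretreatment then 72 h with doxorubicin before readout; 0% = doxorubicin-only wells and 100% = vehicle-treated cells without doxorubicin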
Yeast lifespan up = extends the lifespan of yeast; S. cerevisiae growth with nicotinamide, OD615; deaD strain in restrictive glucose medium; inhibition of the nicotinamide effect, % at 10 µM; hit rate 0.68% among 130,000; AID 775;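 active = inhibition above a set limit, placed 3 SD over the median of all compounds, cut at about 26% in these data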;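 also: 0% = nicotinamide-treated wells and 100% = cells grown without nicotinamide; some compounds called inactive have numbers as strong as hits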
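System: Modified budding yeast, DeaD strain | Buffer or medium: Restrictive glucose medium | Also added: 1.5 mM nicotinamide | Doses: 10 µM single point, 0.25% DMSO | Schedule: 48 h compound exposure at 30 °C, humidified | Detection: Absorbance at 615 nm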
BB579 growth dn = reduces growth of yeast BB579 in restrictive medium; S. cerevisiae BB579 growth, OD615, 48 h; inhibition, % at 10 µM; hit rate 0.51% among 140,000; AID 804;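 active = inhibition above a set limit, 3 SD over the mean compound inhibition, cut at about 44% in these data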; also: inactives centre near -24
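Assay system – yeast BB579 (DeaD) · Dosing – single compound dose of 10 µM, 0.25% DMSO final · Detection – OD615 turbidity measurement · Buffer or medium – CSMM-D restrictive synthetic medium containing dextrose (glucose) · Benchmarks – positive control amphotericin B 10 µg/mL · Incubation – 48 h exposure, 30 °C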
Measles CPE = protection of cells from measles virus; hit rate 1.5% among 140,000; Measles virus-infected cells, CPE protection, absorbance; protection (pct of control), % at 4 µM; in the data active = protection mostly above about 24%, no sharp cut-off; inactive = mostly below about 26%; also: some compounds called inactive have numbers as strong as hits
PTEN del growth = suppresses growth of cells with PTEN deletion. HCT116 PTEN-null viability, CellTiter-Glo, 60 h; stronger effect = lower value. viability, % at 10 µM. hit rate 1.2% among 140,000;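 active = viability at or below a set limit, 4 SD under the median of all tested compounds, cut at about 3.7% in these data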;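 also: PTEN knockout HCT116 line with beta catenin targeted HCT116 as companion control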
* hit, by the source's call; / = not tested or not shown.

Each structure is followed by: NPY-Y2 antag | E-sel TNF inh | GALR2 antag | bCat KO growth | Phagocytosis inh | MRP1 act | Yeast lifespan up | BB579 growth dn | Measles CPE | PTEN del growth
> O=C(Cn1cnc2c(oc3ccccc32)c1=O)c1ccccc1
    4 | 13 | 2 | 107 | 0 | 0.5 | -4 | -40 | / | 99
> CCOC(=O)c1cc2sccc2n1CC(=O)O
    9 | 22 | -8 | 100 | -1 | -1.2 | -5 | -3 | 13 | 104
> COc1ccc(/C=N/NC(=O)c2ccc(-c3ccccc3)cc2)cc1O
    6 | / | 14 | 74 | 4 | -0.1 | 1 | -27 | 3 | 76
> COc1ccc(CN(CC(=O)NCc2ccco2)C(=O)CCC(=O)Nc2nccs2)cc1
    0 | -27 | 2 | 89 | / | -3.8 | -5 | -18 | 8 | 94
> CCn1c(SCC(=O)NNC(=S)Nc2ccccc2)nnc1-c1ccc(Cl)cc1
    6 | / | -7 | 94 | -8 | -1.6 | -1 | -9 | 4 | 89
> COc1ccc(OC2C(=O)N(Cc3ccc4c(c3)OCO4)C2c2cccs2)cc1 (configuration not stated)
    8 | -65 | 18 | 64 | 2 | -3.4 | 8 | -36 | 10 | 62
> Cc1noc(C)c1CSc1nc2ccccc2c(=O)n1-c1ccc(F)cc1F
    25* | 13 | 1 | 22 | 0 | -1.0 | 3 | -15 | 21 | 20
> CCc1onc(C)c1C(=O)Nc1cc(C)ccc1OC
    3 | 51 | 4 | 106 | 0 | 0.9 | -14 | -10 | 5 | /
> CCOc1ccc(OCC)c2sc(C)nc12
    4 | -8 | 8 | 97 | / | -0.9 | -15 | -26 | 25 | 96
> CCN1CCCC1CNC(=O)Cn1cnc2sc(C)c(S(=O)(=O)N3CCC(C)CC3)c2c1=O (configuration not stated)
    3 | -15 | -9 | 79 | / | -2.1 | / | -41 | 5 | 81
> Cn1c(=O)cc(SCC(=O)NCC2COc3ccccc3O2)c2ccccc21 (configuration not stated)
    4 | / | 6 | 93 | -1 | -2.7 | -3 | -9 | 11 | 99
> CC(O)c1cccc(NC(=O)CCC(=O)O)c1 (configuration not stated)
    4 | 20 | 12 | 106 | 0 | 0.5 | -8 | -20 | 21 | 109
> COc1cc(C=O)ccc1OCc1cccc(Br)c1
    1 | / | -17 | 97 | -1 | -0.3 | -3 | -7 | 2 | 100
> CC(=O)NCC(=O)OC(C)C(=O)Nc1ccc(C(C)=O)cc1 (configuration not stated)
    0 | 8 | 8 | 92 | -1 | -1.5 | -20 | -17 | 7 | 95
> O=C1OCc2cc(NS(=O)(=O)c3cccs3)ccc21
    1 | 5 | 4 | 98 | -2 | -0.7 | -12 | 6 | 5 | 87

Each structure is followed by: NPY-Y2 antag | E-sel TNF inh | GALR2 antag | bCat KO growth | Phagocytosis inh | MRP1 act | Yeast lifespan up | BB579 growth dn | Measles CPE | PTEN del growth
> CCN1C(=O)CSc2ccc(C(=O)NCc3ccc(OC)cc3)cc21
    3 | / | 4 | 76 | -2 | -3.8 | -7 | -10 | 36* | 74
> COc1cc(CNCCc2ccccc2F)ccc1OCc1ccc(Cl)nc1
    8 | 12 | 0 | 72 | 0 | -4.5 | -3 | -4 | 1 | 72
> Nc1c2c(nc3ccccc13)N(c1ccccc1)CC2
    / | / | / | 84 | -1 | -4.7 | -14 | -49 | 10 | 73
> CC(=O)Oc1ccc(/C=c2\sc3ncnn3c2=O)cc1
    0 | -4 | 6 | 103 | / | -1.3 | 42 | -25 | 4 | 103
> Cn1cc(Cl)c(C(=O)OCC(=O)Nc2ccccc2)n1
    1 | -19 | 2 | 100 | -2 | -0.5 | -15 | -5 | 1 | 98
> O=C(Nc1nnc(C2CCCO2)s1)c1ccc(Br)cc1 (configuration not stated)
    4 | -3 | -6 | 85 | -1 | -2.3 | -4 | -37 | 20 | 94
> Cn1c(SCC(=O)Nc2nc3ccccc3s2)nnc1-c1ccccc1
    0 | -11 | -1 | 95 | 0 | -3.4 | -3 | -33 | 14 | 105
> CCCn1c(N)c(N2CCCCC2)c(=O)n(CC(=O)Nc2ccccc2)c1=O
    3 | 16 | -6 | 95 | 0 | -0.7 | -8 | -48 | 6 | 102
> CCc1cccc(CC)c1NC(=O)CSc1nc2ccc(N3C(=O)C4C(C3=O)[C@H]3C=C[C@@H]4C3)cc2s1 (some centres not stated)
    -2 | / | -11 | 68 | -6 | 0.6 | -3 | -12 | 7 | 76
> COc1cccc(CNC(=O)c2cc3c(C)nc4ccccc4c3o2)c1
    3 | -4 | 1 | 46 | -1 | -1.1 | -2 | -7 | 36 | 46
> c1ccc(Nc2nc(N3CCOCC3)nc(N3CCOCC3)n2)cc1
    -2 | 6 | 6 | 62 | 2 | -2.8 | -6 | 7 | 10 | 67
> COc1ccccc1-c1cc(C(F)(F)F)nc(S(=O)(=O)CCCC(=O)NC(C)C)n1
    1 | 12 | 1 | 6.0* | / | -3.1 | -10 | -31 | 9 | 4
> Cc1ccc(Nc2cnn(C34CC5CC(CC(CC(=O)O)(C5)C3)C4)c(=O)c2Cl)cc1C
    3 | 21 | -8 | 104 | 0 | 0.7 | -8 | -31 | 6 | 107
> Cc1cccc(N=C2NC(=O)/C(=C/C=C/c3ccco3)S2)c1
    2 | / | -2 | 26 | -16 | -1.8 | -5 | -21 | / | 19
> CCCNC(=O)CN(c1ccc(F)cc1)S(=O)(=O)c1ccc2c(c1)OCCO2
    13 | 29 | 9 | 100 | 0 | -2.7 | 2 | 5 | 6 | 85

Each structure is followed by: NPY-Y2 antag | E-sel TNF inh | GALR2 antag | bCat KO growth | Phagocytosis inh | MRP1 act | Yeast lifespan up | BB579 growth dn | Measles CPE | PTEN del growth
> COc1ccccc1NC(=O)CNC(=O)c1ccccc1
    -2 | 25 | 9 | 101 | 10 | -1.2 | -9 | 23 | 0 | 119
> CCSc1nnc(-c2ccc(OC)cc2)o1
    5 | 7 | 7 | 101 | 1 | 1.4 | -9 | -8 | 2 | 105
> O=[N+]([O-])c1ccc(/C=C2\CCC(C3=CCCC3)=C2N2CCOCC2)cc1
    0 | / | 3 | 49 | -5 | -4.0 | 1 | -23 | 10 | 55
> CCn1c(COc2cccc(C)c2)nnc1SCC(=O)Nc1cccc(C(=O)OC)c1
    4 | 2 | -4 | 97 | 0 | -0.5 | -11 | -33 | 5 | 82
> CCCOC(=O)c1c(NC(=O)CCCn2nc([N+](=O)[O-])c(Cl)c2C)sc(C(=O)OC)c1C
    1 | -19 | -150 | 71 | -3 | -0.8 | 2 | -69 | 5 | 70
> CC(=O)Nc1ccc(S(=O)(=O)NCCC(=O)Nc2ccc(C)c(Cl)c2)cc1
    1 | / | -1 | 91 | -8 | -1.4 | -2 | -32 | 13 | 95
> CCC(=O)Nc1ccc(C(=O)CSc2nc3ccccc3[nH]2)cc1
    2 | 1 | -21 | 88 | -7 | 1.4 | -2 | -49 | 4 | 90
> Cc1occc1C(=O)N/N=C/c1cccs1
    -2 | -30 | 13 | 89 | -3 | -1.8 | -31 | -33 | 9 | 82
> CSc1nc2c(c(=O)n1-c1ccc(C)cc1)SCC2
    2 | -38 | 5 | 99 | 3 | -0.9 | -12 | -29 | 8 | 98
> Cc1cccc2cc(CN(Cc3nnnn3Cc3ccccc3)C3CCCC3)c(=O)[nH]c12
    4 | -8 | -10 | 81 | -1 | -4.0 | -3 | -45 | 18 | 75
> C=CCSc1nc2c(cc1C#N)CCC2
    -1 | 4 | -12 | 103 | 1 | -0.7 | 5 | 29 | 14 | 96
> COc1ccc(C2CC23N=C(c2ccccc2)OC3=O)cc1 (configuration not stated)
    1 | / | -9 | 95 | -2 | -3.0 | 45* | -14 | 43* | 97
> CCOC(=O)CSc1snnc1-c1ccccc1
    3 | 16 | 2 | 102 | 0 | -0.2 | -16 | -31 | 14 | 99
> CCOc1ccc(CSC(=N)N)cc1[N+](=O)[O-]
    3 | / | -12 | 7 | 0 | 3.1 | -12 | -2 | 19 | 12
> CCN(CC)C(=O)CN(C#N)c1nc(NC(C)C)nc(NC(C)C)n1
    -2 | / | 1 | 97 | 1 | -0.8 | -11 | -33 | 18 | 97

Each structure is followed by: NPY-Y2 antag | E-sel TNF inh | GALR2 antag | bCat KO growth | Phagocytosis inh | MRP1 act | Yeast lifespan up | BB579 growth dn | Measles CPE | PTEN del growth
> Cc1ccc(S(=O)(=O)NCC(=O)OCC(=O)N2N=C(c3ccc(Cl)cc3)CC2c2ccco2)cc1C (configuration not stated)
    2 | -6 | -8 | 94 | 1 | -0.6 | 4 | -43 | 10 | 88
> CC(Cc1cccs1)NC(=O)Nc1cccc(Cl)c1 (configuration not stated)
    6 | -11 | 5 | 64 | 0 | -0.7 | -9 | -74 | 7 | 67
> COc1ccc(/C=N/N2CCN(C3c4ccccc4-c4ccccc43)CC2)cc1OC
    0 | -13 | 1 | 87 | -6 | 0.4 | -1 | -13 | 19 | 81
> CCOc1ccc2nc(N3CCCC(C(=O)NCCCN4CCOCC4)C3)sc2c1 (configuration not stated)
    6 | -15 | 2 | 83 | -1 | -3.0 | -10 | -13 | 16 | 89
> COc1cc(C)c(CNc2cc(C)cc(C)c2)cc1C
    1 | 9 | -7 | 70 | 0 | -2.2 | -6 | 26 | 4 | 68
> Cc1ccc(Nc2nc(-c3ccc(S(=O)(=O)N4CCOCC4)cc3)cs2)cc1Cl
    -3 | / | -8 | 31 | -4 | -1.9 | -3 | -23 | 10 | 32
> OC(CSc1ccccc1Cl)CN1CCN(c2ccccc2F)CC1 (configuration not stated)
    7 | 18 | 2 | 94 | -1 | -1.3 | 6 | -4 | 13 | 105
> CC(SCC(=O)Nc1ccc(S(=O)(=O)N2CCCCC2)cc1)C(=O)O (configuration not stated)
    -1 | 0 | -3 | 82 | 0 | -1.1 | -14 | -36 | 4 | 94
> Cc1sc(NC(=O)CCl)c(C(=O)c2ccccc2)c1C
    2 | 27 | 21 | 6 | 0 | -2.8 | 1 | -16 | 11 | 4
> CC(C)N1CCc2c(sc(NC(=O)c3cc(-c4cccs4)nc4ccccc34)c2C(N)=O)C1
    2 | -7 | 10 | 6 | / | -4.4 | -1 | -51 | 14 | 6
> N#CCCn1cc(C(CC(=O)c2ccc(Br)cc2)C(=O)O)c2ccccc21 (configuration not stated)
    4 | / | -4 | 97 | 0 | -3.2 | 5 | -13 | 11 | 98
> CC(=O)c1cccc(NC(=O)CCCOc2ccc(C)cc2)c1
    6 | 3 | -4 | 87 | -3 | -0.6 | -3 | -2 | 2 | 94
> Cc1[nH]c2ccccc2c1CCNC(=O)c1ccc2c(c1[N+](=O)[O-])C(=O)c1ccccc1C2=O
    -5 | / | -4 | 2.3* | / | -5.8 | -19 | -11 | 5 | 11
> Cc1cc(NC(=O)Cc2ccccc2)nc2c1c(=O)oc1ccccc12
    4 | 2 | 15 | 97 | 0 | -0.8 | -12 | 1 | 2 | 91
> COC(=O)c1sc(=S)sc1C(=O)OC
    2 | -3 | 16 | 105 | -1 | -1.2 | 26 | 3 | 5 | 93
> Nc1ccnn1Cc1cccs1
    1 | -20 | -5 | 99 | -9 | -2.3 | -2 | -6 | 29 | 89
> CSCCC(CO)NC(=O)OCc1ccccc1 (configuration not stated)
    2 | -8 | 2 | 89 | 1 | -0.8 | -10 | -28 | 6 | 100
